GPR55 activation: selective activators of receptor GPR55 – imaging, U2OS cells, beta-arrestin-GFP redistribution, primary screen (AID 1961); U2OS GPR55 beta-arrestin-GFP redistribution imaging; higher % means a stronger effect; one-dose activation, % at 10 µM; EC50 in µM for titrated hits; 0.048% of 290,000 active;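 active = activation above 40% with more than 50 cells counted in the well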;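 note: U2OS osteosarcoma cells stably expressing GPR55 and beta-arrestin-GFP; plate controls were DMSO negative control for no effect and LPI positive control for full effect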
GPR55 LPI antagonism: GPR55 antagonists blocking LPI-driven arrestin recruitment, primary screen, imaging, U2OS, beta-arrestin-GFP, LPI agonist (AID 2013); U2OS GPR55 beta-arrestin-GFP translocation imaging, LPI antagonism; higher % means a stronger effect; 0.13% of 290,000 active; inhibition, % at 10 µM; hits with a dose series show IC50 in µM;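 active = spots per cell inhibited over 60%, with over 100 cells counted and total cytoplasm intensity under 500,000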;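 note: U2OS cells stably carrying GPR55 and arrestin-GFP stimulated by 5 µM LPI near EC80; imaged beta-arrestin-GFP aggregate spots per cell after agonist stimulation; plate controls were LPI-stimulated DMSO wells for no effect and DMSO wells without LPI for full effect; some results filed as inactive read as strong as hits; confirmed hits need IC50 under 10 µM and bright autofluorescent wells are also inconclusive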
NS5 inhibitors: Dengue-2 NS5 methyltransferase inhibitors, primary screen, biochemical, confirmation dose response (AID 588689); Dengue-2 NS5 methyltransferase capping enzyme assay, biochemical; higher % means a stronger effect; inhibition, % at 25 µM; hits with a dose series show IC50 in µM; 0.3% of 340,000 active; in the data active = a potency from the dose series
West Nile virus CPE: inhibition of WNV-induced cytopathic effect – cell-based, CPE readout (AID 1621) | West Nile virus-infected cells, CPE inhibition; higher % means a stronger effect | one-dose CPE inhibition, % at 10 µM; IC50 in µM for titrated hits | 0.02% of 290,000 active; in the data active = a potency from the dose series; note: strong numbers were not always called active
KOR beta-arrestin-1: kappa opioid receptor activators – cell-based, luminescence, uHTS, primary screen (AID 1777). KOR beta-arrestin recruitment, luminescence; higher % means a stronger effect. activation, % at 10 µM; hits with a dose series show EC50 in µM. 0.02% of 280,000 active; in the data active = activation above about 50%, passing the limit was not always enough; note: a part of the inactive calls stands beside numbers as strong as those of hits
NOD1 NF-kB reporter: inhibition of NOD1-driven NF-kB reporter – cell-based, luminescence, uHTS, primary screen (AID 1578) | NOD1-driven NF-kB luciferase reporter cells, luminescence; higher % means a stronger effect | one-dose inhibition, % at 4 µM; EC50 in µM for titrated hits | 1% of 290,000 active; in the data active = inhibition mostly above about 36%, no sharp cut-off; inactive = mostly below about 34%;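 note: HEK-293T reporter cells stimulated with the NOD1 agonist gamma-tri-DAP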
KOR beta-arrestin-2: KOR antagonists, beta-arrestin recruitment, cell-based, luminescence, uHTS (AID 1778); KOR beta-arrestin recruitment, luminescence, antagonist mode; higher % means a stronger effect; one-dose inhibition, % at 10 µM; IC50 in µM for titrated hits; 0.091% of 290,000 active; in the data active = inhibition above about 50%; note: strong numbers were not always called active
HIV fusion peptide: cell-free HIV fusion peptide-binding blockers – biochemical, uHTS, fluorescence dequenching, primary screen (AID 1986); cell-free peptide binding, fluorescence dequenching, 30 min; higher % means a stronger effect; 0.3% of 290,000 active; inhibition, % at 20 µM; hits with a dose series show IC50 in µM; in the data active = inhibition mostly above about 52%, no sharp cut-off; inactive = mostly below about 76%; note: some results filed as inactive read as strong as hits
GPR35 arrestin U2OS: inhibition of zaprinast-stimulated GPR35 beta-arrestin translocation – imaging, U2OS, beta-arrestin-GFP, zaprinast agonist, primary screen (AID 2058) | U2OS GPR35 beta-arrestin-GFP translocation imaging, zaprinast antagonism; higher % means a stronger effect | one-dose inhibition, % at 10 µM; IC50 in µM for titrated hits | 0.052% of 290,000 active;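 active = inhibition of at least 50% with at least 30 cells and total cytoplasm GFP at most 10,000,000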
NS5 inhibitors pilot replicate: recorded beside NS5 inhibitors, whose call it bears; inhibition, %; measured here: pilot screen replicate inhibition
The depositor's hits bear a star; [ ] = another dose, or the depositor's remark. This is a subset; rates above refer to the full screens.

What do the screens show for `COc1cc(CNCCNCC(C)O)ccc1OCc1ccc(Cl)nc1` (centres undefined)?
GPR55 activation: -0.3%; GPR55 LPI antagonism: 3%; NS5 inhibitors: -6%; West Nile virus CPE: -0.1%; KOR beta-arrestin-1: 3.2%; NOD1 NF-kB reporter: -26%; KOR beta-arrestin-2: -16%; HIV fusion peptide: 0.1%; GPR35 arrestin U2OS: 4%

How did O=C(C1CCC(=O)N(C2CCCC2)C1)N1CCN(c2ccccc2Cl)CC1 (centres undefined) do in these assays?
GPR55 activation: -0.2%; GPR55 LPI antagonism: -15%; NS5 inhibitors: -8%; West Nile virus CPE: -1.1%; KOR beta-arrestin-1: 5.0%; NOD1 NF-kB reporter: -3%; KOR beta-arrestin-2: -71%; HIV fusion peptide: -0.5%; GPR35 arrestin U2OS: 5%

Results for O=S(=O)(Nc1ccc2ccccc2n1)c1ccc2c(c1)CCO2 ?
GPR55 activation: 0.0%; GPR55 LPI antagonism: 10%; NS5 inhibitors: -12%; West Nile virus CPE: -0.6%; KOR beta-arrestin-1: 2.2%; NOD1 NF-kB reporter: -8%; KOR beta-arrestin-2: -18%; HIV fusion peptide: -0.9%; GPR35 arrestin U2OS: -5%

Results for CCOC(=O)c1csc(N)n1 ?
GPR55 activation: 0.0%; GPR55 LPI antagonism: 2%; NS5 inhibitors: -1%; West Nile virus CPE: 0.6%; NOD1 NF-kB reporter: -23%; KOR beta-arrestin-2: -35%[20 µM]; HIV fusion peptide: 0.9%; GPR35 arrestin U2OS: -1%

Results for Clc1ccc(-c2nnc(-c3cccnc3)o2)cc1 ?
GPR55 activation: 0.2%; GPR55 LPI antagonism: 8%; NS5 inhibitors: -6%; West Nile virus CPE: -0.9%; KOR beta-arrestin-1: -4.2%; NOD1 NF-kB reporter: -25%; KOR beta-arrestin-2: 20%; HIV fusion peptide: -0.1%; GPR35 arrestin U2OS: 11%

What do the screens show for `CN(C)N(Cc1ccccc1)C(=O)C(O)(c1ccccc1)c1ccccc1`?
GPR55 activation: 0.4%; GPR55 LPI antagonism: -7%; NS5 inhibitors: -1%; West Nile virus CPE: -0.1%; KOR beta-arrestin-1: 6.4%; NOD1 NF-kB reporter: 63%*; KOR beta-arrestin-2: -28%[20 µM]; HIV fusion peptide: 1.4%; GPR35 arrestin U2OS: 1%; NS5 inhibitors pilot replicate: -2.8

How did CC(C)(C)OC(=O)N1CCC(c2c(C(=O)N3CCN(C(=O)c4ccco4)CC3)cnn2-c2ccc(F)cc2)CC1 do in these assays?
GPR55 activation: -0.1%; GPR55 LPI antagonism: -16%; NS5 inhibitors: 0%; West Nile virus CPE: -1.0%; KOR beta-arrestin-1: 4.6%; NOD1 NF-kB reporter: -7%; KOR beta-arrestin-2: -73%; HIV fusion peptide: 1.2%; GPR35 arrestin U2OS: -1%

How did C/C(=N\NC(=O)CC1N=C(Cc2ccccc2)NNC1=O)c1ccc(Br)cc1 (centres undefined) do in these assays?
GPR55 activation: -0.1%; GPR55 LPI antagonism: 8%; NS5 inhibitors: 0%; West Nile virus CPE: -0.5%; KOR beta-arrestin-1: 2.1%; NOD1 NF-kB reporter: 16%; KOR beta-arrestin-2: -8%; HIV fusion peptide: -1.7%; GPR35 arrestin U2OS: 4%

Results for COC(=O)c1c(Cl)c2n3ccccc3c(C)c(-c3ccccc3)c-2c1C(=O)OC ?
GPR55 activation: 0.0%; GPR55 LPI antagonism: 1%; NS5 inhibitors: 74µM*; West Nile virus CPE: -0.1%; KOR beta-arrestin-1: -1.1%; NOD1 NF-kB reporter: -9%; KOR beta-arrestin-2: -2%; HIV fusion peptide: 4.6%; GPR35 arrestin U2OS: -13%

How did Cc1c(NC(=O)c2ccc([N+](=O)[O-])o2)cccc1-c1nc2ncccc2o1 do in these assays?
GPR55 activation: 0.0%; GPR55 LPI antagonism: -2%; NS5 inhibitors: -2%; West Nile virus CPE: -0.3%; KOR beta-arrestin-1: 0.2%; NOD1 NF-kB reporter: 32%; KOR beta-arrestin-2: -9%; HIV fusion peptide: -0.5%; GPR35 arrestin U2OS: -12%

How did CC1CN(c2ccc([N+](=O)[O-])cc2C(=O)N2CCOCC2)CC(C)N1 (centres undefined) do in these assays?
GPR55 activation: 0.8%; GPR55 LPI antagonism: -17%; NS5 inhibitors: -5%; West Nile virus CPE: 0.9%; KOR beta-arrestin-1: 13%; NOD1 NF-kB reporter: 38%; KOR beta-arrestin-2: 6%; HIV fusion peptide: -2.1%; GPR35 arrestin U2OS: -11%

How did COc1cc(NC(=O)c2cc(OC)c(OC)c(OC)c2)ccc1NC(=O)c1cccs1 do in these assays?
GPR55 activation: 0.0%; GPR55 LPI antagonism: 16%; NS5 inhibitors: -1%; West Nile virus CPE: 0.7%; KOR beta-arrestin-1: -0.9%; NOD1 NF-kB reporter: -8%; KOR beta-arrestin-2: 20%; HIV fusion peptide: -0.9%; GPR35 arrestin U2OS: 2%

What do the screens show for `COc1cccc(NC(=S)N(CCN(C)C)C(C)c2ccco2)c1` (centres undefined)?
GPR55 activation: 0.2%; GPR55 LPI antagonism: 5%; NS5 inhibitors: 1%; West Nile virus CPE: -0.5%; KOR beta-arrestin-1: 2.9%; NOD1 NF-kB reporter: -6%; KOR beta-arrestin-2: 30%; HIV fusion peptide: -1.4%; GPR35 arrestin U2OS: 9%

What do the screens show for `Cc1cccc(CSc2ccc3nnc(-c4cccnc4)n3n2)c1`?
GPR55 activation: -0.2%; GPR55 LPI antagonism: -4%; NS5 inhibitors: 8%; West Nile virus CPE: -0.7%; KOR beta-arrestin-1: -1.0%; NOD1 NF-kB reporter: -19%; KOR beta-arrestin-2: -30%; HIV fusion peptide: -0.5%; GPR35 arrestin U2OS: -19%

What do the screens show for `Cc1ccc2cc3c(nc2c1)OCC3`?
GPR55 activation: -0.1%; GPR55 LPI antagonism: -5%; NS5 inhibitors: 2%; West Nile virus CPE: 0.1%; NOD1 NF-kB reporter: 0%; KOR beta-arrestin-2: 12%; HIV fusion peptide: -0.8%; GPR35 arrestin U2OS: 7%

How did O=C(O)c1cc(C(F)(F)F)nc2c(C(F)(F)F)cccc12 do in these assays?
GPR55 activation: 0.6%; GPR55 LPI antagonism: -3%; NS5 inhibitors: -2%; West Nile virus CPE: -0.3%; KOR beta-arrestin-1: 11%; NOD1 NF-kB reporter: -18%; KOR beta-arrestin-2: -19%; HIV fusion peptide: 2.9%; GPR35 arrestin U2OS: 13%

How did O=C1/C(=C/c2ccncc2)Oc2cc(OS(=O)(=O)c3ccccc3)ccc21 do in these assays?
GPR55 activation: 0.0%; GPR55 LPI antagonism: -5%; NS5 inhibitors: -15%; West Nile virus CPE: -0.8%; KOR beta-arrestin-1: 4.0%; NOD1 NF-kB reporter: 0%; KOR beta-arrestin-2: -13%; HIV fusion peptide: -1.1%; GPR35 arrestin U2OS: 1%

How did Cc1ccc(-c2nn(CCC(=O)NN3CCOCC3)c(=O)c3ccccc23)cc1 do in these assays?
GPR55 activation: -0.2%; GPR55 LPI antagonism: 4%; West Nile virus CPE: 0.5%; NOD1 NF-kB reporter: -5%; KOR beta-arrestin-2: 17%; HIV fusion peptide: -2.1%; GPR35 arrestin U2OS: 19%

How did O=C(Cn1cc2c(n1)CCCCC2)NC1CCCCCC1 do in these assays?
GPR55 activation: -0.1%; GPR55 LPI antagonism: 11%; NS5 inhibitors: -1%; West Nile virus CPE: -0.4%; KOR beta-arrestin-1: -2.5%; NOD1 NF-kB reporter: -18%; KOR beta-arrestin-2: 23%; HIV fusion peptide: 0.8%; GPR35 arrestin U2OS: -3%

How did CCOC(=O)C1CCN(S(=O)(=O)c2ccccc2)CC1 do in these assays?
GPR55 activation: 0.6%; GPR55 LPI antagonism: 13%; NS5 inhibitors: -3%; West Nile virus CPE: 0.1%; KOR beta-arrestin-1: 1.2%; NOD1 NF-kB reporter: -2%; KOR beta-arrestin-2: -12%; HIV fusion peptide: 1.0%; GPR35 arrestin U2OS: -4%

What do the screens show for `CN(c1ccc(C(=O)NCCSCc2c(F)cccc2Cl)cc1)S(C)(=O)=O`?
GPR55 activation: -0.1%; GPR55 LPI antagonism: 1%; NS5 inhibitors: -7%; West Nile virus CPE: 0.6%; NOD1 NF-kB reporter: 27%; KOR beta-arrestin-2: -24%[20 µM]; HIV fusion peptide: -0.7%; GPR35 arrestin U2OS: 11%

Results for O=C(Cn1cnc2ccccc21)N/N=C/c1ccccc1[N+](=O)[O-] ?
GPR55 activation: -0.1%; GPR55 LPI antagonism: -8%; NS5 inhibitors: -1%; West Nile virus CPE: -0.1%; NOD1 NF-kB reporter: -11%; HIV fusion peptide: 0.7%; GPR35 arrestin U2OS: -10%

Results for NC(=O)C1CCN(C(=O)c2cc3n(n2)C(C(F)(F)F)CC(c2ccco2)N3)CC1 (centres undefined) ?
GPR55 activation: -0.2%; GPR55 LPI antagonism: -6%; NS5 inhibitors: 4%; West Nile virus CPE: -0.2%; KOR beta-arrestin-1: -4.3%; NOD1 NF-kB reporter: 7%; KOR beta-arrestin-2: -30%; HIV fusion peptide: -1.2%; GPR35 arrestin U2OS: 2%

How did N#Cc1cc2c(nc1Cl)CCC2 do in these assays?
GPR55 activation: 0.5%; GPR55 LPI antagonism: 3%; NS5 inhibitors: -12%; West Nile virus CPE: 0.1%; KOR beta-arrestin-1: 1.0%; NOD1 NF-kB reporter: -13%; KOR beta-arrestin-2: 33%; HIV fusion peptide: -1.3%; GPR35 arrestin U2OS: 9%

Results for Cc1cc(NC(=O)c2ccc(S(=O)(=O)N3CCOCC3)cc2)nc2c1c(=O)oc1ccccc12 ?
GPR55 activation: -0.1%; GPR55 LPI antagonism: -30%; KOR beta-arrestin-1: 19%; NOD1 NF-kB reporter: 23%; KOR beta-arrestin-2: -35%; HIV fusion peptide: 2.4%; GPR35 arrestin U2OS: -10%

Results for COc1ccc(-c2cnc(SCC(=O)Nc3cc(C)on3)n2Cc2ccco2)cc1 ?
GPR55 activation: 0.5%; GPR55 LPI antagonism: -4%; NS5 inhibitors: 0%; KOR beta-arrestin-1: 3.4%; NOD1 NF-kB reporter: -1%; KOR beta-arrestin-2: 18%; HIV fusion peptide: -1.7%; GPR35 arrestin U2OS: -5%

Of the compounds above, 2 contain a CF3 group.
How did O=C(O)c1cc(C(F)(F)F)nc2c(C(F)(F)F)cccc12 do in these assays?
GPR55 activation: 0.6%; GPR55 LPI antagonism: -3%; NS5 inhibitors: -2%; West Nile virus CPE: -0.3%; KOR beta-arrestin-1: 11%; NOD1 NF-kB reporter: -18%; KOR beta-arrestin-2: -19%; HIV fusion peptide: 2.9%; GPR35 arrestin U2OS: 13%

Results for NC(=O)C1CCN(C(=O)c2cc3n(n2)C(C(F)(F)F)CC(c2ccco2)N3)CC1 (centres undefined) ?
GPR55 activation: -0.2%; GPR55 LPI antagonism: -6%; NS5 inhibitors: 4%; West Nile virus CPE: -0.2%; KOR beta-arrestin-1: -4.3%; NOD1 NF-kB reporter: 7%; KOR beta-arrestin-2: -30%; HIV fusion peptide: -1.2%; GPR35 arrestin U2OS: 2%
